Assay outcomes: PubChem BioAssay, National Center for Advancing Translational Sciences (NCATS)
PI4K2A inh – PI4K2A (human) kinase inhibition. Q9BTU6. purified PI4K2A, ADP-Glo luminescence, 1 h; active compounds read low. activity change, negative = inhibition, % at 76.9 µM. 420,000 compounds, 0.13% hits. AID 1346378; in the data active means activity change below about -50%; inconclusive means mostly about -30% to -49%;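 further: -100% = wells without enzyme as full effect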
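Compounds are screened against recombinant PI4K2A using PI as substrate and ATP, the latter dispensed at 300 microM. Reactions run one hour at ambient temperature before ADP-Glo detection; full inhibition defined by wells lacking enzyme.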
USP1 inh – inhibitors of human USP1/UAF1 deubiquitinase; O94782; recombinant USP1/UAF1, Ub-Rhodamine cleavage fluorescence; Potency, µM (titrated, usually from 57.1 µM), inactives show top-dose activity change, negative = inhibition, most hits filed as inhibitors; 390,000 compounds, 0.23% hits; AID 743255; further: potency means the concentration at half of the fitted maximal effect; nearly all actives have a fitted effect of over 60% in size; inactives centre near -12
Target sequence (O94782 whole entry, looked up): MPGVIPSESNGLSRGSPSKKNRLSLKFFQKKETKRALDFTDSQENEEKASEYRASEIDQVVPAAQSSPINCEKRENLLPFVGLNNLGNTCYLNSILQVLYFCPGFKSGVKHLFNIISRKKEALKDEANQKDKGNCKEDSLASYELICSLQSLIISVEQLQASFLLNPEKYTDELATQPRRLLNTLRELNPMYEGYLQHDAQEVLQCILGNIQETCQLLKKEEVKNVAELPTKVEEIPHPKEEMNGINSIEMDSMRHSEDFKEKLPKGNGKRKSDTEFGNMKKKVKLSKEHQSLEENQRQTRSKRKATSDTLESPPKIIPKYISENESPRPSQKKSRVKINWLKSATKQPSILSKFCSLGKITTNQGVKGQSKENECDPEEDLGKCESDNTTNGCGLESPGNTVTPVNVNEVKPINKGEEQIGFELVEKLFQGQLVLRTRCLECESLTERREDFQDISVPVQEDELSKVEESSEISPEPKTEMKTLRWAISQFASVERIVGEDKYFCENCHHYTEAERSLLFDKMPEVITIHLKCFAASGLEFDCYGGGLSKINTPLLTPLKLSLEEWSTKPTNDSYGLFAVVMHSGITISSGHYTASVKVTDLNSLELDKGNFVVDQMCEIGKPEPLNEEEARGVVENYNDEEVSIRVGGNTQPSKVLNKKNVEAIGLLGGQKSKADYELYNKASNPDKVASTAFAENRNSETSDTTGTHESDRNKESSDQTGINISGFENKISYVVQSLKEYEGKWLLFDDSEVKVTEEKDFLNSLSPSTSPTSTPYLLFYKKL
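Step one: compound is pinned into 1nM USP1/UAF1 in HEPES pH 7.8 buffer with TCEP. Step two: 15 min room-temperature incubation. Step three: Ub-Rho (150nM final) starts cleavage, tracked by fluorescence over six one-minute reads.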
IDH1 R132H inh – blocks human mutant IDH1 R132H enzyme; Potency, µM (highest dose often 76.6 µM), for inactives: at the highest dose activity change, negative = inhibition, hits mostly inhibitors; IDH1-R132H enzyme, NADPH consumption, diaphorase/resazurin fluorescence; 390,000 compounds, 0.093% hits; AID 602179; O75874; further: potency means the concentration at half of the fitted maximal effect; nearly all actives have a fitted effect of over 65% in size
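IDH1-R132H (0.5 ug/mL) preincubated 30 min with compound, then NADPH (0.016 mM) and alpha-KG (2 mM) added; 80 min at RT, pH 7.5. Remaining NADPH coupled via diaphorase/resazurin to fluorescence (540/590 nm); concentration-response curves normalized to no-enzyme control.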
Active calls of the source: *; ? = inconclusive. Unless noted, the call rests on the fitted dose curve; in most records, active means well fitted inhibition curve with a large enough effect; inconclusive means small, poorly fitted or top-dose-only effect; inactive means no such curve, though single readings can be large or run the other way. Unless noted, on the % scale 0 is the no-effect control and ±100 the full control effect. A portion of the library; count on the stated rates, not on these rows.

No.	smiles	IDH1 R132H inh	PI4K2A inh	USP1 inh
1	C[C@@H]1CN([C@@H](C)CO)C(=O)c2cc(Br)cnc2O[C@H]1CN(C)C(=O)C1CCCCC1	13%	-9	-23%
2	COc1ccc(CN(C)C(=O)CNC(=O)c2sc3ccccc3c2Cl)c(OC)c1	4%	-2	-21%
3	Cc1noc(C)c1S(=O)(=O)Nc1ccc2c(c1)C(=O)N([C@@H](C)CO)C[C@H](C)[C@@H](CN(C)Cc1ccc(C(F)(F)F)cc1)OCCCC[C@H](C)O2	-6%	-7	-12%
4	O=C(CC(CC(=O)c1ccccc1)c1ccco1)c1ccccc1	0%	-3	-17%
5	Cc1ccc(-c2ccc(CN3C(C(C)C)C(=O)N(Cc4cn(CCC5OCCCO5)nn4)CCS3(=O)=O)cc2)cc1 (stereo unspecified)	12%	-5	-17%
6	CSc1ncnc2c1ncn2CCCN1CCN(Cc2cccc3ccccc23)CC1	4%	1	-12%
7	O=C(c1cc(C2CC2)nn1-c1ccccc1)N1CCN(Cc2ccccc2)CC1	2%	2	-11%
8	CCN1C(=O)[C@H]2[C@@H](c3ccc(C)cc3)N[C@]3(CCCN(Cc4ccccc4)C3=O)[C@H]2C1=O	-3%	6	-11%
9	COCOCCn1cc(CN2CCS(=O)(=O)N(Cc3ccc(-c4ccc(OC)c(OC)c4)cc3)C(CC(C)C)C2=O)nn1 (stereo unspecified)	5%	4	-18%
10	CCOc1ccc(S(=O)(=O)N2CCOCC2)cc1NC(=O)CCN1C(=O)NC2(CCCC2)C1=O	3%	-5	-15%
11	C#CCn1cc2c(c1-c1ccccc1)c(=O)n(C)c(=O)n2C	4%	1	4%
12	COc1ccccc1C(=O)NC(=O)COC(=O)c1cnccn1	-3%	-7	-4%
13	O=C1NC(Cc2ccc(O)cc2)c2nc3ccc(Br)cc3c(=O)n2-c2ncccc21 (stereo unspecified)	5%	-3	-6%
14	S=C(NNC(=S)Nc1ccc(Cl)cc1)NNc1ccccc1	-8%	-1	-25%
15	N#CCCN(C(=S)Nc1ccc(Cl)c(Cl)c1)C1CCCCC1	-7%	4	1%
16	C[C@H]1CN([C@@H](C)CO)S(=O)(=O)c2ccc(/C=C/c3ccccc3)cc2O[C@H]1CN(C)C(=O)NC1CCCCC1	-15%	0	-1%
17	CC(=O)n1cc(C2CC(=O)OC3=C2CC(=O)C(C)(C)C3)c2ccccc21 (stereo unspecified)	-1%	-3	-22%
18	Cc1ccc([C@@H]2C[C@H]3[C@@H](CN2S(=O)(=O)c2ccc(C)cc2)C(=O)C[C@@H](c2cccc(Cl)c2)N3S(=O)(=O)c2ccc(C)cc2)cc1	8%	-1	-26%
19	CC(=O)c1ccc(S(=O)(=O)Nc2ccc(C(=O)NCC(c3ccco3)N3CCCC3)cc2)cc1 (stereo unspecified)	-4%	-9	-3%
20	COCCNC(=O)C[C@@H]1C[C@H]2c3cc(NC(=O)Nc4ccc(F)cc4)ccc3O[C@H]2[C@H](CO)O1	-7%	-3	-1%
21	C[C@@H]1CN([C@@H](C)CO)C(=O)CCCn2nncc2CO[C@@H]1CN(C)S(=O)(=O)c1ccccc1	17%	-9	-20%
22	Cc1ccc(CN2CCC[C@]3(N[C@H](c4ccc(C(F)(F)F)cc4)[C@@H]4C(=O)N(Cc5ccccc5)C(=O)[C@@H]43)C2=O)cc1	-2%	-2	-10%
23	COc1cc(/C=N/Nc2nc(C)cc(C)n2)ccc1O	0%	-3	-29%
24	C[C@@H]1CN([C@H](C)CO)C(=O)CCCn2nncc2CO[C@H]1CN(C)Cc1ccc(O)cc1	-9%	-6	6%

Complete entries as entered above. Values in the order: IDH1 R132H inh	PI4K2A inh	USP1 inh
C[C@@H]1CN([C@H](C)CO)C(=O)CCCn2nncc2CO[C@H]1CN(C)Cc1ccc(O)cc1 reads -9%	-6	6%
C[C@@H]1CN([C@@H](C)CO)C(=O)c2cc(Br)cnc2O[C@H]1CN(C)C(=O)C1CCCCC1 reads 13%	-9	-23%
COc1ccccc1C(=O)NC(=O)COC(=O)c1cnccn1 reads -3%	-7	-4%
COCOCCn1cc(CN2CCS(=O)(=O)N(Cc3ccc(-c4ccc(OC)c(OC)c4)cc3)C(CC(C)C)C2=O)nn1 (stereo unspecified) reads 5%	4	-18%

Pulled by compound from the list above (4):
No.	smiles	IDH1 R132H inh	PI4K2A inh	USP1 inh
15	N#CCCN(C(=S)Nc1ccc(Cl)c(Cl)c1)C1CCCCC1	-7%	4	1%
5	Cc1ccc(-c2ccc(CN3C(C(C)C)C(=O)N(Cc4cn(CCC5OCCCO5)nn4)CCS3(=O)=O)cc2)cc1 (stereo unspecified)	12%	-5	-17%
11	C#CCn1cc2c(c1-c1ccccc1)c(=O)n(C)c(=O)n2C	4%	1	4%
14	S=C(NNC(=S)Nc1ccc(Cl)cc1)NNc1ccccc1	-8%	-1	-25%

More entries follow:
No.	smiles	IDH1 R132H inh	PI4K2A inh	USP1 inh
25	COc1ncnc2c1ncn2CCCNCCN1CCOCC1	4%	3	-21%
26	O=C1NCCN(CC2CCN(CCc3ccccc3)CC2)C1=O	-2%	1	4%
27	O=C(CN1C(=O)c2cccc([N+](=O)[O-])c2C1=O)N1CCc2ccccc2C1	1%	9	-24%
28	O=[N+]([O-])c1cccc(CON=Cc2ccccc2O)c1	8%	7	-21%
29	O=C1OCCC1=COCCOC=C1CCOC1=O	3%	-3	-12%
30	C[C@@H]1CCCCO[C@@H](CN(C)C(=O)Nc2ccccc2)[C@@H](C)CN([C@H](C)CO)C(=O)c2cc(N(C)C)ccc2O1	4%	-4	-15%
31	C#CCN(C[C@H]1[C@H](OC(=O)NC2CCCC2)[C@H](OC(=O)NC2CCCC2)C[C@H]2C(=O)N(c3ccccc3)C(=O)[C@@H]12)S(=O)(=O)c1ccc(C)cc1	14%	2	-21%
32	O=C(CNc1ccc(Br)cc1)Nc1ccc(S(=O)(=O)N2CCCCC2)cc1	-6%	-4	-27%
33	Cc1cn([C@H]2C[C@H](O)[C@@H](CNCc3ccc(-c4cc(Cl)ccc4C(F)(F)F)o3)O2)c(=O)[nH]c1=O	3%	-1	-9%
34	CN[C@H]1C[C@H]2c3[nH]c4ccccc4c3CCN2C(=O)[C@H]1[C@H](C)O	-1%	3	-22%
35	C[C@@H]1CN([C@@H](C)CO)C(=O)CCCn2nncc2CO[C@H]1CN(C)Cc1ccc(Oc2ccccc2)cc1	4%	-1	-25%
36	O=C(O)c1ccc(Cl)c(NC(=O)C2CCN(S(=O)(=O)c3ccc4c(c3)OCCO4)CC2)c1	0%	2	?
37	O=S(=O)(/N=C(\c1ccc(F)cc1)N1CCOCC1)c1ccccc1	14%	6	-4%
38	Cc1ccc(NC(=O)CCNC(=O)N2CC(=O)Nc3ccccc32)cc1Cl	2%	10	-23%
39	O=C(CSc1ccc(F)cc1)NC(=O)c1ccccc1	6%	10	-8%
40	O=C(NCCNC(=O)c1ccc(-c2cc(Cl)ccc2Cl)o1)c1cnccn1	0%	1	1%
41	COc1ccc([C@H]2N[C@]3(CCCN(CC4CCCCC4)C3=O)[C@H]3C(=O)N(C)C(=O)[C@@H]23)cc1	-2%	-1	-8%
42	Cc1cccc(-c2ccc3[nH]c4c(c3c2)CCN2C[C@@H]([C@H](C)O)[C@@H](N(C)C(=O)NC3CCCCC3)C[C@@H]42)c1	17%	-6	?
43	C[C@H]1CN([C@@H](C)CO)C(=O)CCCn2nncc2CO[C@H]1CN(C)S(=O)(=O)c1ccc(Cl)cc1	12%	1	-20%
44	COC(=O)C(NC(=O)c1ccccc1)C(C)(C)SCc1ccccc1 (stereo unspecified)	-5%	-7	-18%
45	O=C1CSC(=S)N1N=Cc1ccc(OCc2ccccc2)cc1	-9%	-9	-7%
46	Cc1nnc(SCC(=O)Nc2cccc(S(=O)(=O)N3CCCC3)c2)n1C1CC1	2%	-7	-21%
47	COCOCCn1cc(CN2CCS(=O)(=O)N(Cc3ccc(-c4ccc(Cl)nc4)cc3)C(C(C)C)C2=O)nn1 (stereo unspecified)	7%	-2	?
48	COc1ccccc1CCc1nnc(CCC(=O)NCCC2CCCCO2)o1 (stereo unspecified)	-1%	6	-26%
49	COCOCCn1cc(CN2CCS(=O)(=O)N(Cc3ccc(-c4ccc(C)cc4)cc3)C(C(C)C)C2=O)nn1 (stereo unspecified)	-18%	1	-24%
50	C[C@@H]1CN([C@H](C)CO)C(=O)c2c(c3ccccc3n2C)-c2ccccc2CO[C@H]1CN(C)Cc1ccc(Oc2ccccc2)cc1	5%	-2	-23%
51	CCCOc1ccc(C(=O)Nc2ccc(N3CCOCC3)cc2N2CCOCC2)cc1OCC	-2%	-1	-6%
52	COC(=O)c1ccc2cn[nH]c2c1	6%	3	-20%
53	Cc1noc(C)c1S(=O)(=O)N(C)C[C@@H]1OCc2cn(nn2)CCCC(=O)N([C@@H](C)CO)C[C@H]1C	17%	-2	-19%
54	COc1ccc(CC(=O)NCc2ccccc2F)cc1S(=O)(=O)N1CCOCC1	15%	2	?
55	Cc1cccc(NC(=O)CSCC(=O)Nc2ccccc2C(=O)N2CCCCC2)c1	1%	0	-13%
56	C[C@H](CO)N1C[C@H](C)[C@@H](CN(C)S(=O)(=O)c2ccccc2)OCCCC[C@H](C)Oc2ccc(NC(=O)CCC(F)(F)F)cc2C1=O	-5%	-5	-24%
57	Nc1ncnc2nc(-c3ccccc3)[nH]c12	2%	-19	-17%
58	NS(=O)(=O)c1cccc(C(=O)N2CCCc3ccccc32)c1	5%	7	-13%
59	COc1ncnc2c1ncn2CCCN1CCN(c2ncccn2)CC1	0%	-1	-23%
60	COc1ccc(S(=O)(=O)N(C)C[C@H]2OCc3cnnn3CCCC(=O)N([C@H](C)CO)C[C@H]2C)cc1	1%	7	7%
61	CCOC(=O)Nc1ccc2nc(-c3cscn3)[nH]c2c1	4%	-4	-4%
62	CN(N=Cc1ccc([N+](=O)[O-])cc1)c1ccccn1	1%	-10	-3%
63	COc1ccc(Cn2c(=O)oc3ccccc32)cc1OC	3%	0	8%
64	C[C@@H]1CN([C@H](C)CO)C(=O)CCCn2nncc2CO[C@H]1CN(C)Cc1ccc(Cl)c(Cl)c1	-10%	-2	-25%
65	Cc1ccc(-c2nc(SC(C)C(=O)NC3CC3)n[nH]2)cc1 (stereo unspecified)	1%	-1	-20%
66	C[C@@H]1CN([C@H](C)CO)C(=O)c2cc(Br)cnc2O[C@H]1CN(C)C	0%	-4	-16%
